# Screening results (PubChem)
# CAL PDZ FP-1 – blocks peptide binding to the human CAL PDZ domain | Q9HD26 | purified CAL PDZ, TMR-peptide fluorescence polarization, 1 h | inhibition, % at 24.9 µM | hit rate 0.92% among 300,000 | AID 602252;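 active = mean inhibition of at least 30% with at least half of replicates also reaching 30%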;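 also: 0% = DMSO neutral control and 100% = excess unlabeled competitor peptide PRC23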
# phage Ecoli inh – E. coli growth loss with phage present | inhibition, % at 11.9 µM | AID 651602 | hit rate 0.26% among 360,000 | growth absorbance; in the data active = inhibition above about 11%
# SR-BI DiI-HDL act – SR-BI HDL lipid transfer activation | CHO ldlA[mSR-BI] cells, DiI-HDL uptake fluorescence, 3 h; 100 = double the neutral-control signal | activation, % at 12.5 µM | hit rate 0.096% among 320,000 | AID 504775;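 active = mean replicate activation of at least 60% and every replicate at or above 60%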;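 also: 0% = median plate neutral-control signal and 100% = twice that signal; values of inactives mirror those of a sister screen read the other way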
#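 Test system: SR-BI-overexpressing, LDLR-lacking CHO cells; Medium: Ham's F12 with 0.5% BSA, HEPES 25 mM, pH 7.4; Schedule: 3 h, 37 °C; Technique: bottom-read fluorescence, 550/595 nm.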
# Wnt bcat act – activators of Wnt/beta-catenin signaling. activation, % at 9.35 µM. hit rate 1.2% among 300,000. Wnt/beta-catenin reporter cell assay, activator, plate reader; in the data active = activation above about 30%, passing the limit was not always enough;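 also: 0% = neutral control wells and 100% = positive control wells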
# Tat transport – E. coli Tat transport inhibition. E. coli MC4100 TorA-mCherry Tat export, fluorescence. inhibition, % at 10 µM. hit rate 0.036% among 340,000. AID 488895;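 active = mean replicate inhibition at least 50% and at least half of replicates individually reaching 50%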;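 also: exported cargo escapes ClpAP degradation while cytoplasmic cargo is degraded and loses fluorescence; 0% = median of neutral control wells and 100% = median of NaSCN control wells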
# SR-BI HDL uptake – inhibitors of mouse SR-BI mediated HDL lipid uptake. Q61009. ldlA[mSR-BI] CHO cells, DiI-HDL uptake fluorescence, 3 h. inhibition, % at 12.5 µM. hit rate 0.96% among 320,000. AID 488896;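 active = mean replicate inhibition of at least 70% and a set share of replicates each scoring 70 or more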;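 also: 0% = median of neutral control wells and 100% = median of positive control wells; values of inactives mirror those of a sister screen read the other way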
# Target sequence (Q61009 whole entry, looked up): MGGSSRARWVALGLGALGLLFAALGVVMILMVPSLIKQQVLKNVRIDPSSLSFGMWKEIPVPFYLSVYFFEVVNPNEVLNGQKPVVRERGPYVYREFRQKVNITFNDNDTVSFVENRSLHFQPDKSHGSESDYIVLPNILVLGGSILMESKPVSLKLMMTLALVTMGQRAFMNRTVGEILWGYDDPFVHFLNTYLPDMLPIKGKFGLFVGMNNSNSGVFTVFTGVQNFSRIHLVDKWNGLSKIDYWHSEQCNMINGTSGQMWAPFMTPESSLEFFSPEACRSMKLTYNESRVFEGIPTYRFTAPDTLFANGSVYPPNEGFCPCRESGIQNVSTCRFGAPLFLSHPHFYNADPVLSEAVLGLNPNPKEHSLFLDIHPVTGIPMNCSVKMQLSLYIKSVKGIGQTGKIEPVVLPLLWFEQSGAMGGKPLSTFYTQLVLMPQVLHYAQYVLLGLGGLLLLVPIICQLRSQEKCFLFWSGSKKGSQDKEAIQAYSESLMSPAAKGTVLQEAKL
# Ecoli viability – reduces bacterial viability in AddAB counter-screen | hit rate 0.27% among 330,000 | inhibition, % at 11.9 µM | E. coli V3065 growth, OD600 absorbance, 18 h;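 active = inhibition above the campaign's mean inhibition across all tested compounds plus 3 SD, cut at about 9.9% in these data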;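 also: uninfected addAB+ strain grown without phage in ampicillin broth; 0% = DMSO wells and 100% = ciprofloxacin 0.95 µg/ml wells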
# CAL PDZ FP-2 – blocks peptide binding to human CAL PDZ domain; inhibition, % at 20 µM; hit rate 0.02% among 330,000; AID 504414; purified CAL PDZ, TMR-peptide fluorescence polarization, 1 h;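 active = highest replicate inhibition of at least 40%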;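 also: plate controls were DMSO neutral control wells for no effect and unlabeled competitor peptide control wells for full effect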
#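 System: tagged CAL PDZ domain. Schedule: 1 h room-temperature incubation prior to read. Signal: fluorescence polarization (mP). Measure: percent inhibition from loss of millipolarization.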
# MITF act – MITF TRPM1 promoter activation in melanoma cells; SK-MEL-5 TRPM1-promoter luciferase, 24 h; % of positive control, neutral wells = 0; hit rate 0.75% among 300,000; activation, % at 12.5 µM;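 active = mean activation of at least 80% with every replicate also reaching 80%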;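 also: 0% = neutral control wells and 100% = parthenolide positive control wells; values of inactives mirror those of a sister screen read the other way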
# AddAB inh – less growth of phage-infected E. coli with AddAB; hit rate 0.29% among 330,000; inhibition, % at 11.9 µM; E. coli expressing H. pylori AddAB, absorbance growth; in the data active = inhibition above about 12%;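 also: 0% = vehicle wells of infected cells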
# The depositor's hits bear a star; / = not tested or not shown.
structure,AddAB inh,SR-BI HDL uptake,Ecoli viability,SR-BI DiI-HDL act,CAL PDZ FP-2,phage Ecoli inh,MITF act,Tat transport,CAL PDZ FP-1,Wnt bcat act
COCCn1c(=O)[nH]c2cc(C(=O)N3CCN(c4cccc(C)c4C)CC3)ccc2c1=O,3.0,/,0.8,/,-1.3,1.4,-34,0,0,1
O=C(Nc1ccccc1Cl)C1Cc2ccccc2O/C1=N\O (centres undefined),3.3,3,0.5,-3,-1.6,0.3,42,-12,1,12
CC(C)(OC1OC(CO)C(O)C(O)C1O)[C@H]1Oc2ccc3ccc(=O)oc3c2[C@H]1O (some centres undefined),3.2,-9,1.0,9,0.1,1.5,7,-11,1,-4
Cc1ccc2cccc(OCc3cccc([N+](=O)[O-])c3)c2n1,-0.7,20,-2.3,-20,/,1.0,0,-12,61*,1
COc1cccc(NC(=O)CC(c2ccc(OC(C)C)cc2)c2ccccc2OC)c1 (centres undefined),4.5,18,-0.2,-18,-1.6,3.8,-10,0,-1,-4
C=CCN(c1ccccc1OC)S(=O)(=O)c1ccc(Cl)c(C(=O)Nc2ccc(N3CCOCC3)cc2)c1,0.6,96*,0.8,-96,-0.8,3.7,-1,8,-2,0
CCN(CC)S(=O)(=O)c1ccc(NC(=O)COC(=O)CNS(=O)(=O)/C=C/c2ccccc2)cc1,0.2,-16,-0.3,16,-0.3,2.8,1,1,-1,-3
CC(=O)OCCNc1cc(N2CCN(C)CC2)c2noc3c2c1C(=O)c1ccccc1-3,/,9,/,-9,0.5,-1.0,/,-15,/,-3
COc1ccc(C(=O)NCCCCc2ccccc2)cc1,5.0,/,5.2,/,/,3.2,/,/,/,1
CC1=CC(C)(C)NC(=S)N1c1ccc(C)c(C)c1,7.4,-17,2.1,17,1.1,-0.4,6,-4,-5,-1
Cc1c(CC(=O)N2CCN(C(=O)C3COc4ccccc4O3)CC2)c(=O)oc2cc(O)c(Cl)cc12 (centres undefined),0.7,-6,0.2,6,-2.7,3.0,-4,-7,-2,0
O=C(NCC(c1ccco1)N1CCCC1)c1cc(S(=O)(=O)N2CCCCC2)ccc1Cl (centres undefined),1.2,-9,-1.4,9,0.3,2.8,-2,1,/,-1
O=C(CCc1nc(-c2ccccc2F)no1)NC1CCCCCC1,2.9,-16,-2.7,16,-2.7,3.6,0,-3,-3,-2
O=C(O)CC12CC3CC(C1)CC(n1ncc(NCc4ccccc4)c(Cl)c1=O)(C3)C2,1.2,/,1.6,/,-3.3,0.1,0,1,1,-2
O=C(NCc1ccco1)c1ccc(CN2CCOCC2)cc1,5.1,-11,1.8,11,0.7,3.3,/,2,0,8
O=C(O)c1ccc(-n2nnnc2SCc2ccccc2F)cc1,1.0,/,-1.8,/,1.1,2.0,-2,-8,-1,1
Cc1ccc2c(c1)Cc1nc3ccccc3nc1-2,2.0,-2,1.1,2,-1.6,4.1,-38,7,12,9
COc1ccc(C(=O)n2cc(C(=O)c3cc(C)ccc3O)cn2)cc1OC,3.7,-19,1.0,19,-3.7,2.0,8,-6,-2,-2
COc1ccc(CCNC(=O)c2ccc3nc(-c4ccco4)c(-c4ccco4)nc3c2)cc1OC,0.4,48,-3.0,-48,-3.4,/,/,0,0,/
O=C(CC1C(=O)NCCN1Cc1ccc(F)cc1)NCCOc1cccnc1 (centres undefined),1.3,-5,1.8,5,-1.8,3.7,-5,4,-6,-4
CC(=O)Nc1ccc(NC(=O)CSc2nnc3c4ccccc4n(C)c3n2)cc1,3.3,15,1.8,-15,-2.5,4.6,-5,0,5,-2
O=C(O)c1cccc(Nc2nc3ccccc3nc2NS(=O)(=O)c2ccc(F)cc2)c1,0.0,-20,0.9,20,-0.5,0.3,6,4,-5,1
Cc1ccc(NC(=O)c2ccc(CSc3nccc(C)n3)cc2)cc1,5.6,46,1.8,-46,-0.6,1.4,24,-4,-1,/
COc1cc2c(cc1OC)C(C)N(C(=O)C(NC(=O)c1ccccc1)C(C)C)CC2 (centres undefined),1.8,3,1.7,-3,-1.2,0.9,6,-5,0,2
Cc1cc(C(=O)NC(=S)Nc2cccc(C(=O)O)c2C)ccc1[N+](=O)[O-],0.9,-2,0.4,2,-0.3,2.2,/,-2,/,0
Cc1cc2nnc(SCC(=O)NCC(c3ccccc3)N(C)C)n2c2ccccc12 (centres undefined),-1.5,8,0.1,-8,-3.2,3.0,-4,-1,0,1
CN1C(=O)c2ccc(NC(=S)NC(=O)C(C)(C)C)cc2C1=O,-1.6,-11,-1.3,11,-0.6,2.8,3,-5,-5,/
COc1ccccc1NC(=O)CN1C(=O)NC(CC(C)C)C1=O (centres undefined),-0.6,-4,0.7,4,/,-3.5,/,-12,-1,-7
CCOC(=O)c1c(C)[nH]c(C(=O)OCC(=O)Nc2ccccc2)c1C,-0.2,6,-0.3,-6,-0.4,3.5,9,-10,-2,-1
COC(=O)c1sccc1NC(=O)Nc1ccccc1Cl,/,27,/,-27,-3.2,3.4,-20,-7,-5,2

# Of the compounds above, these have a nitro group on carbon.
structure,AddAB inh,SR-BI HDL uptake,Ecoli viability,SR-BI DiI-HDL act,CAL PDZ FP-2,phage Ecoli inh,MITF act,Tat transport,CAL PDZ FP-1,Wnt bcat act
Cc1ccc2cccc(OCc3cccc([N+](=O)[O-])c3)c2n1,-0.7,20,-2.3,-20,/,1.0,0,-12,61*,1
Cc1cc(C(=O)NC(=S)Nc2cccc(C(=O)O)c2C)ccc1[N+](=O)[O-],0.9,-2,0.4,2,-0.3,2.2,/,-2,/,0

# The listing continues:
structure,AddAB inh,SR-BI HDL uptake,Ecoli viability,SR-BI DiI-HDL act,CAL PDZ FP-2,phage Ecoli inh,MITF act,Tat transport,CAL PDZ FP-1,Wnt bcat act
O=C(CN1C(=O)/C(=C/c2ccccc2)SC1=S)NC1C=CS(=O)(=O)C1 (centres undefined),-1.3,-2,-1.9,2,-1.3,-1.0,27,-4,-3,-3
O=C(O)c1ccc(COc2c(F)c(F)cc(F)c2F)o1,0.0,-23,-1.8,23,0.0,1.2,/,6,1,/
C/C(CC(=O)Nc1cc(C)ccn1)=N\NC(=O)c1cccc(F)c1,0.9,3,-2.6,-3,-2.1,1.8,0,-6,-4,0
CCN(CC(=O)Nc1c(F)cccc1F)C(=O)CCCOc1ccccc1,/,-2,/,2,-1.5,1.3,1,-6,3,1
O=C1NC(=O)/C(=C\c2ccccc2OCc2ccccc2)S1,-0.9,-2,0.2,2,-2.7,1.6,-8,3,12,-1
COCCn1c(SCC(=O)Nc2cc(C(C)(C)C)nn2-c2ccccc2)nnc1-c1ccncc1,-0.9,-1,-2.8,1,0.1,2.9,3,-4,-5,-1
O=C(CSc1nc(O)cc(=O)n1-c1ccccc1)NC1CCCCC1,1.1,-1,-1.0,1,/,0.9,-3,4,-1,/
O=C(COC(=O)C1(c2ccc(Cl)cc2)CCCC1)NCc1ccco1,4.0,-7,3.5,7,-1.1,5.0,-19,4,/,/
O=C(CCn1cnc2ccccc21)N/N=C/c1ccccc1O,1.5,-19,0.7,19,-0.6,5.5,20,-5,3,10
CCCCN(C(=O)c1cccc2c(=O)c(C)c(-c3ccccc3)oc12)c1ccccc1,/,4,/,-4,-0.7,4.2,-8,21,6,-2

# Of the compounds above, 5 contain a COOH group:
structure,AddAB inh,SR-BI HDL uptake,Ecoli viability,SR-BI DiI-HDL act,CAL PDZ FP-2,phage Ecoli inh,MITF act,Tat transport,CAL PDZ FP-1,Wnt bcat act
O=C(O)CC12CC3CC(C1)CC(n1ncc(NCc4ccccc4)c(Cl)c1=O)(C3)C2,1.2,/,1.6,/,-3.3,0.1,0,1,1,-2
O=C(O)c1ccc(-n2nnnc2SCc2ccccc2F)cc1,1.0,/,-1.8,/,1.1,2.0,-2,-8,-1,1
O=C(O)c1cccc(Nc2nc3ccccc3nc2NS(=O)(=O)c2ccc(F)cc2)c1,0.0,-20,0.9,20,-0.5,0.3,6,4,-5,1
Cc1cc(C(=O)NC(=S)Nc2cccc(C(=O)O)c2C)ccc1[N+](=O)[O-],0.9,-2,0.4,2,-0.3,2.2,/,-2,/,0
O=C(O)c1ccc(COc2c(F)c(F)cc(F)c2F)o1,0.0,-23,-1.8,23,0.0,1.2,/,6,1,/

# Continuation.
structure,AddAB inh,SR-BI HDL uptake,Ecoli viability,SR-BI DiI-HDL act,CAL PDZ FP-2,phage Ecoli inh,MITF act,Tat transport,CAL PDZ FP-1,Wnt bcat act
CNC[C@H](CC1CCCCC1)NC[C@H](NCCC1CCCC1)[C@H](C)O,-1.7,-12,-2.8,12,0.8,-0.3,-76,10,0,-4
COc1ccc(OC)c(S(=O)(=O)N2CCC3(CC2)OCCN3S(=O)(=O)c2cccs2)c1,-0.9,-21,1.9,21,-4.2,6.0,4,7,-3,-5
COc1ccc(C(=O)NNC(=O)c2ccccc2[N+](=O)[O-])cc1[N+](=O)[O-],1.0,-1,-0.6,1,1.3,2.2,14,19,3,1
CCN(CC(=O)Nc1c(F)cccc1F)C(=O)CCCNC(=O)c1ccc(Cl)cc1,-1.6,-4,-1.4,4,-1.6,5.9,-3,-9,-3,0
CN1OC[C@@H]2CN(C(=O)C(C)(C)C)[C@H](c3cccc(Br)c3)C[C@@H]21,/,-5,/,5,-1.5,3.1,4,17,-2,-2
COc1ccc(/C=C2/NC(=O)CNC2=O)cc1,0.2,/,-4.3,/,-0.2,1.4,-2,-3,-4,5
CC(NC(=O)CNC(=O)c1ccco1)c1ccc(S(N)(=O)=O)cc1 (centres undefined),1.4,/,-0.8,/,-1.0,-0.9,-1,-2,1,-2
COc1cc(C2C(C#N)=C(N)Oc3c2c(-c2ccccc2)nn3-c2ccccc2)cc(OC)c1OC (centres undefined),-0.1,3,-0.5,-3,1.0,-0.2,5,-1,0,4
O=c1ncn(-c2ccccc2F)c2ncccc12,-0.2,5,-1.3,-5,-0.5,1.2,/,-1,-4,/
CCOC(=O)c1oc2c(CN3CCCCC3C)c(O)ccc2c(=O)c1-c1ccc(OC)c(OC)c1 (centres undefined),0.5,-27,-2.3,27,-0.9,1.4,/,0,-3,-4
CC1=C(C(=O)N2CCOCC2)C(c2ccccc2F)NC(=O)N1 (centres undefined),2.8,-2,-0.5,2,-0.6,2.8,6,-14,-3,-2
O=C(CCn1nnc(-c2cccs2)n1)NC1CCCCC1,1.5,-17,-0.4,17,-1.0,-0.7,9,-5,-2,-2
CCOC(=O)C1(CC2CCCCO2)CCN(Cc2cc(F)ccc2-n2cccn2)CC1 (centres undefined),3.8,8,-0.6,-8,-0.2,3.4,-9,1,-2,-2
O=C(C1CCC1)N1CCN(S(=O)(=O)c2ccc(F)cc2)CC1,-0.3,-16,-1.1,16,-0.2,3.8,2,-4,-4,-2
CN(C)C=NC(=O)c1cc(C(=O)c2ccc(Cl)cc2)c[nH]1,0.4,14,-1.7,-14,0.7,1.2,22,-1,7,-2
O=C(c1ccco1)N1CCN(Cc2cc(=O)c(OCc3ccccc3Cl)co2)CC1,0.6,3,-0.5,-3,-1.6,2.6,-6,-8,-2,-2
